# EPAC2 antag – blocks human EPAC2 exchange factor; Potency, µM (titrated, usually from 114 µM), for inactives: at the highest dose activity, negative = inhibition, usual class: inhibitors; EPAC2 GEF exchange of Rap1B-BODIPY-GDP, fluorescence; Q8WZA2; AID 720708; 360,000 compounds, 0.18% hits; note: % is set by controls: 0 for no effect and ±100 for the full control effect; nearly all actives have a fitted effect of over 45% in size; many of its hits are not listed in these tables
# Target sequence (Q8WZA2 whole entry, looked up): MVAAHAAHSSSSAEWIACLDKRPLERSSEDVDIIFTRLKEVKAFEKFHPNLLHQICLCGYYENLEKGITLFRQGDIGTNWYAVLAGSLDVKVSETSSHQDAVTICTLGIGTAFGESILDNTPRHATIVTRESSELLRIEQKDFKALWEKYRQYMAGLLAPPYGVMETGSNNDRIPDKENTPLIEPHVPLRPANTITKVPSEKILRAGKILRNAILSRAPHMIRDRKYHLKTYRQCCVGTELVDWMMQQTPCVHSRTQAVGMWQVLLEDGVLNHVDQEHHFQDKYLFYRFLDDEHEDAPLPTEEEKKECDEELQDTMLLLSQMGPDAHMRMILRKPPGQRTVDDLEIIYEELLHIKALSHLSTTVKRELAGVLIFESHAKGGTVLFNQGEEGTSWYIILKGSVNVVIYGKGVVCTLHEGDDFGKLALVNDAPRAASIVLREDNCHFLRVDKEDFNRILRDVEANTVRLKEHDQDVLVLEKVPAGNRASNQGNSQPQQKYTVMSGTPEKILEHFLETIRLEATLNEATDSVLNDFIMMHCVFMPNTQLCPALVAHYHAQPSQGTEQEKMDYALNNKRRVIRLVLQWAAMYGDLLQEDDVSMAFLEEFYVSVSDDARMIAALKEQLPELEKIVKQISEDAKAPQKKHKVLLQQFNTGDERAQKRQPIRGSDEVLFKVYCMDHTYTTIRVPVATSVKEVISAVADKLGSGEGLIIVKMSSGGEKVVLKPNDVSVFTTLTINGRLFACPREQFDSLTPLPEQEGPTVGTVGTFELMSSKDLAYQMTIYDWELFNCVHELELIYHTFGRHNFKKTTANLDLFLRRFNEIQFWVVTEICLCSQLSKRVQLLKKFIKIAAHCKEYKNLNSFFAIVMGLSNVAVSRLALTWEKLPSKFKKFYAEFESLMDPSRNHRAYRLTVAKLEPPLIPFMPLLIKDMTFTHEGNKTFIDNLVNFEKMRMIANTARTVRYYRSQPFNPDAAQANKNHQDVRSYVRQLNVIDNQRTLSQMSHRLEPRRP
# ATXN2 expr inh – ATXN2 expression inhibition; HEK-293 ATXN2-luciferase reporter, luminescence, 24 h; 360,000 compounds, 0.72% hits; Potency, µM (doses to about 57 µM), without a hit: top-dose activity change, negative = inhibition, usual class: inhibitors; note: % is set by controls: 0 for no effect and ±100 for the full control effect; nearly all actives have a fitted effect of over 55% in size
#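 ATXN2-luciferase reporter cells (luciferase flanked by upstream and downstream ATXN2 gene portions) were treated 24 h at 37 °C with compounds at up to 57 uM. SteadyGlo luminescence gave expression; GF-AFC fluorescence gave viability.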
# A549 tox – kills or reduces viability of A549 cells in Nrf2 counter-screen; A549 ARE-Fluc cells, CellTiter-Fluor viability, 18-24 h; Potency, µM (series often up to 46 µM), for inactives: at the top dose activity change, negative = cytotoxicity, usual class: inhibitors; 390,000 compounds, 0.16% hits; AID 504648; note: % is set by controls: 0 for no effect and ±100 for the full control effect
#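 A549 ARE-Fluc cells in 5% FBS OPTI-MEM, 5000 cells/well, rested 2 h then exposed to compounds in concentration-response for 18-24 h at 37 °C. Viability by CellTiter-Fluor fluorescence (Ex 405/Em 525) after 30 min; luciferase luminescence (BugLite, 15 min, RT) read afterwards.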
# Nrf2 inh – Nrf2 pathway inhibition. 360,000 compounds, 2.1% hits. Potency, µM (highest dose often 46 µM), for inactives: top-dose activity change, negative = inhibition, actives largely listed as inhibitors. A549 ARE-Fluc reporter, luciferase luminescence, 18-24 h. AID 504444; note: % is set by controls: 0 for no effect and ±100 for the full control effect; nearly all actives have a fitted effect of over 60% in size
#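 Nrf2 activity is the BugLite luminescence, read 15 min after reagent at room temperature, following CellTiter-Fluor cytotoxicity readout (30 min, 37C). Compound titrations were applied for 18-24 h to 5000 A549 ARE_Fluc cells/well in 5% FBS OPTI-MEM.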
# ATXN viability – cell viability loss in ATXN counter-screen; S2 cells (HEK-293 line with an ATXN2-luciferase reporter) viability, CellTiter-Fluor protease fluorescence, 24 h; Potency, µM (doses to about 56.7 µM), most hits filed as cytotoxic; 400,000 compounds, 0.49% hits; AID 651635; note: nearly all actives have a fitted effect of over 40% in size
# HepG2 tox – HepG2 cytotoxicity, counter-screen for TGF-b inhibitors; HepG2 CAGA-GFP viability, ATP luminescence, 18 h; Potency, µM (titrated, usually from 46.1 µM), for inactives: at the top dose activity change, negative = cytotoxicity, actives largely listed as cytotoxic; 410,000 compounds, 0.76% hits; note: some results filed as inactive show a strong effect at the top dose
#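 HepG2 CAGA-GFP cells (1000/well, DMEM with 1% FBS) received compound, then TGF-beta at 500 pg/mL final, and were incubated 18 hours at 37 degrees C. Viability was read by CellTiter-Glo luminescence. Media-only wells were set as complete cell-killing and DMSO as no toxicity.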
# TGFb inhibitor – blocks TGF-b signaling. HepG2 CAGA-GFP TGF-b/SMAD3 reporter, GFP fluorescence, 18 h; TGF-beta stimulated, 500 pg/mL final. Potency, µM (series often up to 46.1 µM), for the others: at the top dose activity, negative = inhibition, hits mostly inhibitors. 410,000 compounds, 1.2% hits. AID 588855; note: % is set by controls: 0 for no effect and ±100 for the full control effect; nearly all actives have a fitted effect of over 65% in size
#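 Per well, imaged GFP fluorescence of HEPG2 CAGA-GFP cells gives the signal; cells get compound, then TGF-beta (500 pg/mL final), 18 h at 37 degrees C; %Activity versus -TGF-beta and +DMSO controls.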
# Nrf2 ARE act – activators of Nrf2 (ARE) signaling; AREc32 ARE-luciferase reporter (MCF7-derived line), luminescence, 24 h; Potency, µM (doses to about 46.1 µM), for the others: at the top dose activation, most hits filed as activators; 410,000 compounds, 0.31% hits; AID 624171; note: % of control where 0% means no effect; nearly all actives have a fitted effect of over 65% in size
#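 ARE activation measured as luciferase luminescence (Steady-Glo, 30 min RT) in AREc32_Fluc cells after 24 hr compound exposure at 37 deg C, 5% CO2; cells seeded overnight at 1000/well in OPTI-MEM, 5% FBS.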
# MCF10A rerep – inducers of DNA re-replication in MCF 10A breast cells. MCF 10A DNA re-replication, Hoechst nuclear intensity, 48 h. Potency, µM (doses to about 46.1 µM), without a hit: top-dose activity, positive = re-replication, actives largely listed as activators. 350,000 compounds, 2.9% hits. AID 624296; note: % of control where 0% means no effect; nearly all actives have a fitted effect of over 50% in size
# Active calls of the source: *; i = inactive; ? = inconclusive; / = no result given; [ ] = remark or other dose. Calls come from the whole dose curve; as a rule, active = well fitted curve in the direction sought with a large enough effect; inconclusive = small, poorly fitted or top-dose-only effect, or another doubt; inactive = no such curve, though single readings can be large; an effect the other way counts as inactive or inconclusive. Potency is the fitted concentration of half-maximal effect.
cpd | Molecule | Nrf2 inh | HepG2 tox | Nrf2 ARE act | ATXN2 expr inh | ATXN viability | EPAC2 antag | A549 tox | MCF10A rerep | TGFb inhibitor
1 | CC(=O)N(CN1C(=O)C2CC=CCC2C1=O)c1cccc(Cl)c1 (configuration not stated) | / | 3% | 0.1% | -7% | i | -5% | -3% | -5% | -20%
2 | CCOC(=O)CCP(=O)(O)C(O)(c1ccccc1)c1ccccc1 | / | 3% | 0.5% | -9% | i | 5% | -1% | -19% | -26%
3 | O=C(CN1CCN(Cc2ccccc2)CC1)N/N=C/c1ccc(Br)s1 | ? | -7% | 2.3% | -28% | i | -4% | -7% | 7% | -10%
4 | CCc1ccc([C@H]2C[C@H]3[C@H]4C(=O)N(c5ccccc5)C(=O)[C@H]4CC(=O)[C@@H]3CN2S(=O)(=O)c2ccc(C)cc2)cc1 | / | -21% | -0.8% | 9% | i | 12% | / | / | 3%
5 | c1ccc(CSc2nnc(-c3cccs3)o2)cc1 | ? | -6% | 14% | 81%[activator] | i | -7% | -2% | -3% | 16%
6 | CC1=NN(c2ccccc2)C(=O)/C1=C\c1cc(C)n(-c2cccnc2)c1C | -25% | 3% | 0.2% | 16% | i | 3% | -16% | 4% | 16%
7 | O=C(Nc1ccccc1N1CCN(c2ccc(F)cc2)CC1)C1CCCCC1 | -13% | -11% | -0.6% | -5% | i | -2% | -2% | 16% | -3%
8 | COC(=O)c1cn(NC(=O)C2CCCCC2)c(=O)c2ccccc12 | -5% | -14% | 0.2% | -5% | i | 3% | -2% | -3% | 0%
9 | CCCOc1ccc(N2C(=O)C/C(=C\c3ccccc3)C2=O)cc1 | 13% | 3% | 0.3% | / | i | 2% | 11% | 2% | 3%
10 | CC1NC(=O)NC1CCCCCC(=O)NCCc1ccccc1 (configuration not stated) | 11% | 7% | 0.3% | 3% | i | -4% | 2% | 23% | 25%
11 | N#Cc1nc(COc2ccccc2Cl)oc1N1CCCCCC1 | -26% | -15% | -1.0% | -6% | i | -14% | 0% | 0% | -30%
12 | COC(=O)CNC(=O)COC(=O)c1ccc(Cl)nc1 | 4% | -2% | 0.5% | -10% | i | 6% | 0% | -4% | 0%
13 | CCC(C)(C)NC(=O)C(c1cccn1C)N(C(=O)Cn1nnc2ccccc21)c1ccc(NC(C)=O)cc1 (configuration not stated) | -10% | 5% | -0.2% | 17% | i | 3% | 1% | -14% | 0%
14 | O=C(CN1CCN(CC(=O)Nc2ccc(F)cc2)CC1)NCC1(N2CCOCC2)CCCCC1 | -19% | -6% | 2.3% | 3% | i | 8% | -10% | 0% | 4%
15 | C#CCOCCOCCOCCNc1nc(N2CCN(C(=O)CCCCCCCCCCNC(=O)[C@@H]([C@H](C)O)n3cc(C)nn3)CC2)nc(N2CCN(C(=O)CCCCCCCCCCNC(=O)[C@@H]([C@H](C)O)n3cc(C)nn3)CC2)n1 | ? | -3% | 12% | -14% | i | 0% | -13% | 13µM* | -9%
16 | CCOC(=O)N1CCN(C(=O)c2ccc(OC)c(S(=O)(=O)N3CCOCC3)c2)CC1 | -8% | -14% | 2.4% | -22% | i | 3% | 5% | 17% | -3%
17 | CCCC(=O)NC(NC(=S)Nc1ccc(S(N)(=O)=O)cc1)C(Cl)(Cl)Cl (configuration not stated) | 8% | -31% | 1.5% | 3% | i | -5% | 4% | -2% | -1%
18 | CCc1nnc(NC(=O)c2cc(S(=O)(=O)N3CCCCC3)ccc2N2CCOCC2)s1 | 2% | -6% | 1.6% | 6%[11.3 µM] | i | -1% | 11% | 4% | -10%
19 | CCN(CC)S(=O)(=O)c1cc(NC(=O)Cn2cnc3ccccc3c2=O)ccc1C | ? | -10% | 3.7% | 9% | i | -12% | / | 9% | -18%
20 | Cc1nn(C)cc1/C=N\NC(=O)c1csc2c1CCCC2 | 23% | -25% | 2.8% | 1% | i | 11% | -2% | 7% | -8%
21 | CCN(CC)CCOC(=O)C1c2ccccc2Oc2ccccc21 | -12% | -17% | -0.5% | 6% | i | 6% | -7% | -13% | -11%
22 | CC(C)[C@H](CO)NC(=O)[C@H]1O[C@@H](n2ccc(=O)[nH]c2=O)[C@H](O)[C@@H]1O | / | -13% | -0.5% | -2% | i | 16% | / | / | 12%
23 | COc1ccccc1-n1nnnc1SC(C)C(=O)NC1CCCC1 (configuration not stated) | -12% | -15% | -0.5% | -5% | i | -5% | -5% | 0% | -3%
24 | Cc1ccc(OCC(=O)NCCS(=O)(=O)N2CCN(c3ccccc3)CC2)cc1 | -4% | -11% | 0.3% | 1% | ? | 11% | 0% | 1% | -24%
25 | Cc1ccccc1Nc1c(-c2c[nH]c3ccccc23)nc2ccc(Cl)cn12 | 7% | -96% | ? | 23% | i | / | 3% | / | ?
26 | CCOC(=O)Cc1ccc(NC(=O)n2ncc3cc(Cl)ccc32)cc1 | -20% | -17% | -4.0% | 20µM* | i | / | 5% | / | 21%
27 | NNC(=O)c1n[nH]c(=O)c2ccccc12 | 16% | -1% | -0.5% | / | i | -8% | -7% | 2% | 4%
28 | CN1CCN(CC(O)COc2ccc(Cl)cc2)CC1 (configuration not stated) | 0% | -1% | 0.2% | -15% | ? | 10% | 1% | 6% | -1%
29 | CCCCc1ccc(/C=C(\C#N)C(N)=S)s1 | 14% | -41% | 2.8% | -37%[11.3 µM] | i | ? | -2% | 6% | ?
30 | O=C(Nc1ccc(OCC(F)(F)C(F)F)c(C(F)(F)F)c1)c1ccccc1 | ? | -72% | 0.4% | ? | ? | -21% | -15% | ? | -13%
31 | O=C(Nc1ccccc1)C1CC2CCCC(C1)C2=O (configuration not stated) | 4% | 8% | 0.3% | 5% | i | -1% | -8% | -5% | -2%
32 | CC1Cc2nc(SCC(=O)NCCc3ccccc3)n(C)c(=O)c2S1 (configuration not stated) | -9% | -2% | 0.5% | -7% | i | 4% | -2% | 22% | 1%
33 | O=CNc1ccc2c3c(cccc13)-c1ccccc1-2 | -8% | -4% | 7.7% | 19% | / | 6% | 27% | ? | 115%[activator]
34 | Cc1cccc2c(N=Nc3ccc(S(=O)(=O)Nc4ccc(Cl)cc4)cc3[N+](=O)[O-])c(O)[nH]c12 | -4% | -3% | -0.4% | -2% | ? | 1% | -13% | 3% | -19%
35 | O=c1[nH]cc(S(=O)(=O)Nc2ccc3c(c2)OCO3)c(=O)[nH]1 | 19% | 15% | 0.2% | 3% | i | 13% | 0% | ? | 4%
36 | O=C(c1ccccn1)N(Cc1cc2ccccc2[nH]c1=O)C1CCCCC1 | / | 5% | -0.3% | 21% | i | 9% | 1% | 1% | 4%
37 | Cc1ccc(NC(=O)Cn2cc(S(=O)(=O)NC(C)C)c(S(=O)(=O)NC(C)C)c2)cc1Cl | -6% | -100% | 0.6% | ? | ? | / | -14% | / | ?
38 | Cc1ccc(N=C2C(=O)Nc3ccccc32)cc1 | -12% | -3% | 3.2% | / | ? | 12% | 0% | 1% | -1%
39 | Cc1ccc(C(=O)Nc2cc([N+](=O)[O-])ccc2F)s1 | 18% | 17% | ? | 6% | ? | 2% | -16% | 5% | ?
40 | O=C(COC(=O)c1ccccc1C(=O)c1ccccc1)NCCc1ccccc1 | 3% | 4% | 9.4% | -12%[11.3 µM] | i | ? | 1% | 1% | -7%
41 | COc1ccc(S(=O)(=O)N2CCOCC2)cc1NC(=O)Cc1ccc2c(c1)OCCO2 | 5% | -21% | 0.3% | 0% | i | 18% | 6% | -6% | -18%
42 | CCC(=O)N1CCc2cc(S(=O)(=O)NCCC(=O)NC3CCCCCC3)ccc21 | -16% | -3% | -0.6% | -5% | i | 1% | -3% | 1% | -1%
43 | Cc1noc(C)c1COc1ccc(CC(=O)NC2CCCCCC2)cc1 | -4% | -6% | 0.5% | -16% | i | 0% | 0% | 10% | -1%
44 | N#C/C(=N\Nc1ccccc1)C(N)=S | -13% | -32% | 3.4% | -16% | i | -9% | -27% | -31%[inhibitor] | ?
45 | O=C(NC1(Cc2ccccc2)CCN(Cc2ccc(-c3ccccc3)cc2)C1=O)c1ccccc1 (configuration not stated) | ? | -25% | -2.1% | ? | 32µM* | 10% | ? | ? | ?

# Record cards, as listed above.
# Results for CCC(=O)N1CCc2cc(S(=O)(=O)NCCC(=O)NC3CCCCCC3)ccc21 : Nrf2 inh: -16%; HepG2 tox: -3%; Nrf2 ARE act: -0.6%; ATXN2 expr inh: -5%; ATXN viability: i; EPAC2 antag: 1%; A549 tox: -3%; MCF10A rerep: 1%; TGFb inhibitor: -1%
# Results for CC1Cc2nc(SCC(=O)NCCc3ccccc3)n(C)c(=O)c2S1 (configuration not stated) : Nrf2 inh: -9%; HepG2 tox: -2%; Nrf2 ARE act: 0.5%; ATXN2 expr inh: -7%; ATXN viability: i; EPAC2 antag: 4%; A549 tox: -2%; MCF10A rerep: 22%; TGFb inhibitor: 1%

# Remaining list, next part.
cpd | Molecule | Nrf2 inh | HepG2 tox | Nrf2 ARE act | ATXN2 expr inh | ATXN viability | EPAC2 antag | A549 tox | MCF10A rerep | TGFb inhibitor
46 | Cc1nnc(SCC(=O)NCc2ccccc2)[nH]c1=O | 2% | 1% | -0.7% | 1% | i | -3% | 20% | ? | -8%
47 | O=C(CCn1cccc1)Nc1cccc(F)c1 | -9% | -3% | 0.6% | 1% | ? | 9% | 0% | -6% | 3%
48 | CC(=O)c1cc(-c2ccccc2)n(CC(=O)NC(C)(C)C)c1C | 4% | -7% | 0.1% | / | i | -1% | 6% | 1% | -15%
49 | CCOc1ccc(CCNC(=O)CCNC(=O)c2ccco2)cc1OCC | -19% | -1% | -1.8% | 3% | i | 0% | 4% | 0% | -7%
50 | CCCNC(=O)Cn1sc2nc(C)cc(C)c2c1=O | 11% | 1% | -2.5% | ? | ? | 7% | 0% | ? | 7%
51 | O=C(NCC1CCCO1)c1onc(CSc2ccccc2)c1C(=O)O (configuration not stated) | 6% | 1% | -0.8% | 6% | i | 10% | -5% | 5% | 4%
52 | CCNC(=O)C1(C)CCN(C(=O)c2ccc(C(F)(F)F)cc2)C1 (configuration not stated) | / | -66% | -0.7%[9.22 µM] | 14% | i | 4% | / | / | 0%

# Source: PubChem (National Center for Advancing Translational Sciences (NCATS))

# A portion of the library; count on the stated rates, not on these rows.
